DAX1 inh-1 – inhibitors of DAX1 repression of SF-1 activated StAR promoter. HEK293T StAR-luciferase reporter, SF-1/DAX-1 repression relief. inhibition, % at 6.8 µM. 370,000 tested, 1.1% active. AID 652010;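 active = inhibition above the mean over all tested compounds plus 3 SD, cut at about 3.6% in these data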;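 note: 0% = DAX-1 cells with DMSO and 100% = cells lacking DAX-1 with DMSO; higher inhibition means more luminescence from relief of DAX-1 repression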
hcDAF12 agonist – activators of H. contortus DAF-12 nuclear receptor; activation, % at 6.8 µM; HEK293 hcDAF-12 lit1-tk-luc reporter, luminescence; 0% DMSO, 100% Δ7-dafachronic acid; 370,000 tested, 1.4% active; AID 652067;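 active = activation above the mean of all tested compounds plus 3 SD, cut at about 5.5% in these data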;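 note: 100% = response to 3 µM Δ7-dafachronic acid high control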
PLC-beta3 inh – PLC-beta3 (human) inhibition, primary screen | Purified PLC-beta3, fluorogenic substrate, fluorescence | inhibition, % at 12.2 µM | 370,000 tested, 0.18% active | AID 720704; in the data active = inhibition above about 11%;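 note: 0% = median of compound wells on plate and 100% = full blocker control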
hgDAF-12 ag – hgDAF-12 agonism, primary luciferase screen. activation, % at 6.8 µM. 370,000 tested, 1.8% active. HEK293 GAL4-hgDAF12 UAS-luciferase reporter, agonist luminescence; normalized to butyrate control;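 active = activation above a cutoff set at the mean of all screened compounds plus 3 SD, cut at about 10% in these data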;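 note: 0% = DMSO wells and 100% = sodium butyrate wells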
DAX1 inh-2 – inhibitors of human orphan nuclear receptor DAX1 (NR0B1). HEK293 Gal4-DAX1 luciferase reporter, luminescence. P51843. inhibition, % at 6.75 µM. 340,000 tested, 0.99% active. AID 504766;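 active = inhibition above the mean over all tested compounds plus 3 SD, cut at about 4.2% in these data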;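 note: 0% = DAX1-transfected cells with DMSO and 100% = empty-vector control cells with DMSO; inhibition shows as a rise in luminescence from relieved DAX1 repression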
ADAM17 inh – inhibits human ADAM17; P78536; recombinant ADAM17, EDANS/DABCYL FRET peptide cleavage; inhibition, % at 6.95 µM; 370,000 tested, 0.83% active;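 active = inhibition above the mean of compounds lying between control limits plus 3 SD, set per campaign, cut at about 8.5% in these data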;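 note: 0% = DMSO-only wells as the low control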
sPLA2-III inh – Inhibits HGIII-sPLA2 liposome hydrolysis, primary screen. QFRET BODIPY PC-A2 liposome hydrolysis, fluorescence. inhibition, % at 12.2 µM. Q9NZ20. AID 743126. 370,000 tested, 0.56% active;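 active = inhibition above mean plus 3 SD of compounds lying within the high and low control bounds, cut at about 19% in these data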;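 note: 0% = median of test compound wells and 100% = no enzyme DMSO wells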
Target sequence (Q9NZ20 whole entry, looked up): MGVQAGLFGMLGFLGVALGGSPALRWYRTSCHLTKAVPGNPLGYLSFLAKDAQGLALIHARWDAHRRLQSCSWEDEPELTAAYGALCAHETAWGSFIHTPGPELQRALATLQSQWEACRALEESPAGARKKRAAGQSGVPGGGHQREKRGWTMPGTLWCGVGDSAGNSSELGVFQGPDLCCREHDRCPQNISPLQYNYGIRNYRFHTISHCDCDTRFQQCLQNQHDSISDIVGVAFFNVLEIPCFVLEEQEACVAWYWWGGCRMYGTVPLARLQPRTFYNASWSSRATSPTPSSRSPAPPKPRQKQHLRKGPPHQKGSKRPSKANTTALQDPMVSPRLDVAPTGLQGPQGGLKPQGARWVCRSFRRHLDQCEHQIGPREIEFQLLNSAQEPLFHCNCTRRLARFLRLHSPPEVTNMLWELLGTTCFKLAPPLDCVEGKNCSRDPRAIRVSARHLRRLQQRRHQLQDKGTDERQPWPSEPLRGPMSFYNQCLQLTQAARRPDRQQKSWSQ
ADAM10 inh – inhibits human ADAM10. O14672. recombinant ADAM10, EDANS/DABCYL FRET peptide cleavage, 3 h. inhibition, % at 7 µM. 370,000 tested, 0.62% active. AID 720582;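 active = inhibition above a per-campaign cutoff equal to the mean of compounds falling between control-based bounds plus 3 SD, cut at about 20% in these data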;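 note: 0% = DMSO wells while the 100% control is not disclosed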
Target sequence (O14672 214-748 limits assumed): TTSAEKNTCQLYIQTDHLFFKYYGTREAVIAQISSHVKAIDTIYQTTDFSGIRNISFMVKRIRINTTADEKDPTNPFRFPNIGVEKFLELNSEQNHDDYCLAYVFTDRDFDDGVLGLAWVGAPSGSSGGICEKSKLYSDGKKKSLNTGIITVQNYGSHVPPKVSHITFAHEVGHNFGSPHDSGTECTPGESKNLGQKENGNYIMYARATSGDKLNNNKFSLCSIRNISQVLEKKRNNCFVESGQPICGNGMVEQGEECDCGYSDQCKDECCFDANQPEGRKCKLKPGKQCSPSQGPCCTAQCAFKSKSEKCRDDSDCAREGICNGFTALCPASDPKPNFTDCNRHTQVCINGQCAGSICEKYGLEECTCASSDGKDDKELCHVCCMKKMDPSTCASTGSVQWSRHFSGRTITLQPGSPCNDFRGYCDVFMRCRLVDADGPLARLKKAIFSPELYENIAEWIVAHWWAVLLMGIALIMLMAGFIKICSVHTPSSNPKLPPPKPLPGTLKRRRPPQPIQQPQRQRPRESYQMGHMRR
PLCg1 inh – inhibitors of human phospholipase C gamma1; P19174; purified PLC-gamma1, fluorogenic substrate, fluorescence; inhibition, % at 12.2 µM; 370,000 tested, 0.84% active; in the data active = inhibition above about 9.5%
FXN GAA850 act – frataxin GAA850 promoter activation | HEK293 lucGAA850 FXN promoter luciferase reporter, 24 h; percent of 10 µM SAHA response | 360,000 tested, 0.56% active | activation, % at 6 µM;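 active = activation above the average of all compounds screened plus 3 SD, cutoff fixed separately per campaign, cut at about 7.5% in these data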;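 note: 0% = DMSO wells and 100% = 10 µM SAHA wells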
ssDAF-12 act – activates DAF-12 receptor from parasite S. stercoralis. HEK293 ssDAF-12/GRIP1 lit1-tk-luc reporter, luminescence; % of 3 µM dafachronic acid response. activation, % at 6.8 µM. 370,000 tested, 1% active. AID 652126;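 active = activation above the mean over all tested compounds plus 3 SD, cut at about 0.9% in these data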;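 note: 0% = DMSO-only wells and 100% = 3 µM delta7-dafachronic acid wells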
The depositor's hits bear a star; · = no result given.

SMILES | DAX1 inh-1 | hcDAF12 agonist | PLC-beta3 inh | hgDAF-12 ag | DAX1 inh-2 | ADAM17 inh | sPLA2-III inh | ADAM10 inh | PLCg1 inh | FXN GAA850 act | ssDAF-12 act
Cc1nnc2c3ccccc3c(-c3ccc(O)cc3)nn12 | 0.0 | -1.5 | 1.6 | -3.1 | 1.1 | -9.0 | -0.7 | -0.6 | -2.4 | 2.3 | -1.3
O=C(C1CCCN(S(=O)(=O)Cc2ccccc2)C1)N1CCCCC1 (configuration not stated) | 0.1 | 0.5 | 4.0 | -1.5 | -0.5 | -1.4 | 1.7 | 10.4 | 1.6 | -0.1 | -1.0
CCCn1c(C)cc(C(=O)COc2ccc(-c3nnco3)cc2)c1C | 2.3 | -1.0 | -1.1 | 1.0 | -0.6 | -2.5 | 1.8 | -8.9 | -0.8 | 3.7 | -2.1
O=C(CSc1ccc2ccccc2c1)N1CCN(c2ccc(O)cc2)CC1 | -0.9 | -1.2 | -12.8 | -2.5 | -2.9 | -4.7 | -6.7 | -0.4 | 2.5 | 2.0 | -1.9
O=C(COC(=O)/C=C/c1ccco1)NCCc1ccccc1 | -0.3 | -0.2 | -7.8 | -2.0 | -0.2 | -1.6 | 1.5 | 10.7 | 1.5 | 1.2 | -1.5
CC(=O)Nc1ccc(S(=O)(=O)N/N=C/c2ccc(C)s2)cc1 | 1.5 | -0.1 | 12.3* | 4.4 | 2.1 | 1.1 | -1.9 | 8.8 | 3.6 | 2.2 | -0.7
O=C(NC1CCN(C(=S)Nc2ccc(Cl)cc2)CC1)c1ccco1 | -0.7 | -0.9 | -6.9 | -1.0 | -1.4 | -5.5 | 5.3 | 4.7 | 0.6 | 0.5 | -0.7
O=C(O)c1ccc(N/N=C/c2cn(Cc3ccc(F)cc3)c3ccccc23)cc1 | 0.1 | 1.6 | -164.4 | 3.8 | -0.5 | -5.2 | -22.4 | -5.7 | -106.3 | 5.2 | -1.6
COCCCNC(=O)CCc1c(C)nc2c(c(C)nn2-c2ccccc2)c1C | -0.3 | -1.4 | -39.5 | 2.2 | -1.0 | -46.8 | -1.0 | -114.8 | -23.6 | 3.2 | -0.9
C/C(=C\C(=O)O)C(=O)Nc1nccs1 | 0.4 | -0.7 | 2.0 | 0.5 | 0.0 | 3.2 | -0.3 | 7.9 | 1.4 | -0.1 | -1.3
CCOc1cc(/C=C2/C(=O)ON=C2C)ccc1O | -0.6 | 1.9 | -2.5 | 5.2 | 1.1 | -1.3 | 4.8 | 1.0 | 2.1 | 1.5 | -0.9
OC(c1ccc(F)cc1)c1nc(-c2cc3ccccc3o2)cs1 (configuration not stated) | 3.9* | 6.6* | -5.2 | 14.9* | · | 5.3 | -14.8 | 5.7 | -4.8 | 2.7 | 1.2*
CC1(C)COC(c2ccc(F)c([N+](=O)[O-])c2)=N1 | 1.0 | -1.1 | 6.3 | -2.6 | 3.7 | 3.4 | 6.7 | 1.2 | 8.7 | 3.7 | -1.1
Cc1cc(C)n(-c2ncnc3sc4c(c23)CC(C)CC4)n1 (configuration not stated) | -0.9 | -1.2 | -19.1 | 2.1 | -0.7 | -19.9 | 4.7 | -52.1 | -14.9 | -0.7 | -0.7
CN(C)c1ccc(CN(C(=O)c2cccs2)C2CCS(=O)(=O)C2)cc1 (configuration not stated) | 0.1 | -1.8 | 1.3 | 1.8 | 0.9 | 1.0 | 4.3 | 3.4 | 3.3 | -1.2 | -1.0
O=C(Nc1cccc(C(F)(F)F)c1)c1ccco1 | -0.8 | -1.0 | 1.8 | 3.0 | -0.8 | 1.5 | -0.2 | 6.0 | -1.9 | 0.0 | -1.2
Cc1ccc([C@@H]2[C@@H]3C(=O)N(C)C(=O)[C@@H]3[C@]3(C)C(=O)N(Cc4ccccn4)CC(=O)N23)o1 | -0.4 | -2.5 | -4.2 | -0.4 | 0.3 | -5.6 | -2.6 | -12.2 | -0.5 | -1.6 | -1.0
NC(Cc1cccc2nsnc12)C(=O)O (configuration not stated) | -0.2 | 1.0 | -2.1 | 0.4 | 0.6 | -4.7 | 5.4 | -25.1 | -0.8 | -1.3 | -0.7
CCC(C)(C)NC(=O)C1c2ccccc2Oc2ccccc21 | 0.1 | -0.2 | -0.3 | 5.2 | · | -1.6 | -3.1 | -1.1 | -0.2 | -0.8 | -0.9
CN1CCN(c2ccc(NC(=O)N3CCc4ccccc43)cc2)CC1 | -1.1 | -4.5 | 3.3 | -10.8 | -3.5 | 0.5 | -0.9 | 5.1 | 2.2 | -7.8 | -2.3
O=C(NC(=S)Nc1cccc(C(F)(F)F)c1)c1ccc2nonc2c1 | -0.2 | -1.6 | -9.3 | -0.7 | · | 2.9 | 9.2 | 8.3 | 1.2 | -0.1 | -2.3
CCCCOc1ccc(Br)cc1/C(C)=N/NC1=NCCN1 | -0.8 | -1.6 | 6.7 | -2.6 | -1.7 | 3.1 | 6.5 | 4.5 | 7.2 | -3.9 | -0.8
O=c1n(Cc2ccc(Cl)cc2)c2sc3c(c2c2ncnn12)CCCC3 | -0.2 | -2.5 | 2.1 | -0.7 | -0.3 | -3.8 | -0.1 | -9.1 | -0.6 | 1.7 | -0.7
O=C(NCc1ccncc1)c1ccc(Br)cc1 | -0.8 | 0.1 | -0.9 | 3.5 | -0.1 | -3.4 | -2.3 | -4.0 | -1.1 | -0.4 | -1.8
Cc1n[nH]c(C)c1S(=O)(=O)NCCc1cccc(F)c1 | -0.4 | 0.4 | -3.7 | 0.7 | · | -0.6 | 6.2 | -8.1 | 0.2 | · | -1.2
Cc1sc(-n2c(C)cc(C=O)c2C)c(C(=O)O)c1C | -0.6 | -1.1 | -21.5 | 0.4 | -0.8 | -3.0 | 7.7 | -8.9 | -11.2 | -2.9 | -1.6
O=S(=O)(c1ccc2nc(Cc3cccc(C(F)(F)F)c3)[nH]c2c1)N1CCOCC1 | -0.6 | -0.5 | 0.6 | -3.2 | 1.2 | -2.2 | -5.2 | -2.8 | -2.1 | 2.0 | -2.1
O=C(NC(c1ccc(Cl)cc1)c1ccsc1)C1CCN(Cc2ccc(Oc3ccccc3)cc2)CC1 (configuration not stated) | 0.4 | -1.9 | 0.8 | 0.3 | · | 3.1 | -3.9 | 5.0 | -0.5 | -2.3 | -1.7
O=C(Nc1cc(S(=O)(=O)N2CCOCC2)ccc1N1CCOCC1)c1cnccn1 | 1.0 | 0.4 | 1.0 | 0.3 | -0.2 | -1.1 | 6.2 | 3.7 | 0.4 | -3.0 | 0.8
COc1ccc(NC(=O)COC(=O)c2c3c(nc4ccccc24)CCCC3)cc1 | -3.0 | -3.3 | 0.8 | -4.8 | -0.4 | 2.9 | -12.2 | 19.2 | -0.4 | -1.8 | -2.0
Cc1nc(NC(=O)CSc2cc(C)c3ccccc3n2)c(Cl)cc1Cl | -0.3 | -1.4 | 1.5 | 0.5 | 0.1 | 2.0 | -2.4 | 2.2 | 2.3 | 2.2 | -1.2
O=C(O)CSCc1nc2cccnc2n1C1CCCCC1 | -0.3 | 0.5 | -6.6 | 2.1 | 2.7 | -5.3 | 6.2 | -6.2 | 0.0 | 2.1 | -0.9
C=CCNC(=O)c1ccccc1NS(=O)(=O)c1ccc(OC)c(C(=O)N2CCOCC2)c1 | -0.1 | -1.1 | -6.8 | -1.0 | -1.4 | -2.6 | -3.1 | -6.1 | -1.4 | 1.0 | -1.2
CCOC(=O)C1CCN(S(=O)(=O)CCNC(=O)c2ccccc2)CC1 | 1.9 | 0.7 | -7.9 | -0.6 | 0.0 | -6.3 | 11.1 | 1.1 | -2.8 | -1.3 | -1.2
CCCCn1c(N)c(N(CCC(C)C)C(=O)COC(=O)c2ccc(CC)cc2)c(=O)[nH]c1=O | 1.0 | -0.9 | -6.7 | -1.0 | 0.5 | -3.7 | 3.2 | -11.0 | 1.5 | 1.1 | -0.3
OC(CCN1CCC2CCC(C2)C1)c1ccc(Br)cc1 (configuration not stated) | 0.1 | 0.5 | 1.5 | -0.1 | -0.5 | -6.6 | 20.1* | -8.1 | -2.3 | 1.1 | -0.8
CCC(Oc1ccccc1)C(=O)Nc1ccc(S(=O)(=O)Nc2cc(C)on2)cc1 (configuration not stated) | 0.3 | -0.1 | -7.0 | 2.0 | 0.2 | 0.6 | -15.7 | 2.1 | 2.4 | 0.1 | -0.6
CC(C)N(CC#CCC(O)(c1ccccc1)C1CCCC1)CCO (configuration not stated) | -0.7 | -1.0 | 1.1 | 0.0 | 1.1 | -6.5 | 11.3 | 5.7 | -0.2 | -1.6 | -0.6
CCOC(=O)N(C)c1c(CC)nc2c(OCc3cc(Cl)cc(Cl)c3)cccn12 | -2.7 | -1.8 | -4.6 | -4.3 | · | -4.6 | 6.5 | -4.0 | -0.5 | -1.8 | -0.5
COC(=O)CCNc1ccc2c(c1)OCCO2 | -1.5 | -5.0 | -3.0 | -8.2 | -0.9 | -6.6 | 7.0 | -5.5 | -2.1 | -10.2 | -2.1
Cc1nc2nc(-c3cccs3)[nH]c2cc1Br | 1.3 | 8.9* | -13.2 | 22.7* | 2.7 | -37.4 | -7.8 | -86.5 | 1.8 | 2.7 | 1.0*
NNC(=O)c1ccc(Cn2cc(Br)c(N)n2)cc1 | 0.2 | -1.2 | -7.9 | 1.5 | 1.6 | 3.0 | 1.9 | 4.1 | -1.1 | 0.9 | -0.8
O=C(CC12CC3CC(CC(Br)(C3)C1)C2)Nc1cccc(S(=O)(=O)NC2=NCCC2)c1 | -0.1 | 1.7 | -5.2 | 2.0 | 0.3 | -3.3 | -5.0 | 5.5 | 2.3 | -1.2 | -1.3
COC(=O)CCCCCCCCC(O)CN1CCCCC1 (configuration not stated) | 0.1 | 0.0 | 12.4* | -1.1 | -0.4 | 4.0 | 8.5 | 4.0 | 3.2 | 0.1 | -1.1
O=C(COc1ccc(Br)cc1Br)NC1CCCC1 | -2.4 | -1.4 | 1.4 | 2.3 | -3.5 | 0.7 | 7.0 | 7.7 | -0.9 | 3.3 | -2.2
COc1ccc(NC(=O)COC(=O)c2ccc(-n3cnnn3)cc2)c([N+](=O)[O-])c1 | 2.8 | -0.4 | -5.1 | -0.8 | -0.5 | 4.8 | 13.0 | -18.3 | -0.5 | 0.0 | -1.6
COc1ccc(S(=O)(=O)N2CCN(C)CC2)cc1C(=O)Nc1ccccc1 | 0.6 | 0.1 | -4.0 | -3.2 | -0.1 | -1.0 | -3.9 | 2.9 | 0.9 | 2.2 | -0.5
O=S(=O)(c1ccc(Br)s1)N1CCN(Cc2ccc3c(c2)OCO3)CC1 | -0.1 | -0.3 | 2.5 | 0.0 | 0.8 | 6.0 | -7.0 | 13.5 | 6.3 | -0.9 | -1.3

Screens (PubChem)

Outcome played no part in choosing rows; 6.9% or so of the library scored in one or more.
